# From PubChem BioAssay
# FBW7 act: human FBW7 E3 ligase activation, primary screen; AlphaScreen FBW7–phospho-cyclin E peptide binding, activator screen; 650,000 compounds, 0.13% hits; normalized activity (activation), % at 26.1 µM; Q969H0; AID 1259310; in the data active means normalized activity above about 1.9%;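 further: purified mutant Fbw7 with reduced substrate affinity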
# Target sequence (Q969H0 whole entry, looked up): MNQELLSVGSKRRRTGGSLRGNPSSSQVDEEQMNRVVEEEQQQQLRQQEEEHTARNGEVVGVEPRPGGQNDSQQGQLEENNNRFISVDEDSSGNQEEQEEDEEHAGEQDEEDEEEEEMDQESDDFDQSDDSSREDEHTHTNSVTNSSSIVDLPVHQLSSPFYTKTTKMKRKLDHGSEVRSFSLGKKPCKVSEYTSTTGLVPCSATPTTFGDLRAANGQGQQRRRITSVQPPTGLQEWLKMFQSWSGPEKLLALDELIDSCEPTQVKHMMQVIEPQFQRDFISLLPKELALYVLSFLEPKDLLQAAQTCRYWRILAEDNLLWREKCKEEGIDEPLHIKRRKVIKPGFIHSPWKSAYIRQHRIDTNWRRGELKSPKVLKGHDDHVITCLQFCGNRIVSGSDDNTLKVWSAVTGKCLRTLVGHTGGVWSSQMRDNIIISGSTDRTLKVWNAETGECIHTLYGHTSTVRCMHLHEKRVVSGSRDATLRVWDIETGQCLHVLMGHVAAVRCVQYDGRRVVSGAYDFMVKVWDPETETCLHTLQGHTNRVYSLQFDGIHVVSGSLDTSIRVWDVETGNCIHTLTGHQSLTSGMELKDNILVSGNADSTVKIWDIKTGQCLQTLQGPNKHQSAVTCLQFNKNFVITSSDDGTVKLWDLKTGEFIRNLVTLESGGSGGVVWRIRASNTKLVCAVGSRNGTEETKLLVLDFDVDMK
# MITF inh: inhibitors of human MITF; inhibition, % at 2.6 µM; 650,000 compounds, 0.91% hits; O75030; AlphaScreen MITF homodimerization, bead proximity signal; in the data active means inhibition above about 50%;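 further: 0% = vehicle wells with protein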
# TEAD-YAP inh: TEAD-YAP interaction inhibition; inhibition, % at 9.12 µM; HEK-TIYL cells, TEAD-Gal4/YAP UAS-luciferase luminescence; 640,000 compounds, 1.4% hits; in the data active means inhibition above about 32%;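 further: 0% = median of test compound wells and 100% = reference inhibitor wells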
# GPR151 activ: activates the human receptor GPR151 | Q8TDV0 | PathHunter beta-arrestin GPR151 cells, luminescence | activation, % at 11.2 µM | 650,000 compounds, 1% hits; in the data active means activation above about 4.9%;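 further: 0% = median of compound wells and 100% = cells with positive control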
# Target sequence (Q8TDV0 whole entry, looked up): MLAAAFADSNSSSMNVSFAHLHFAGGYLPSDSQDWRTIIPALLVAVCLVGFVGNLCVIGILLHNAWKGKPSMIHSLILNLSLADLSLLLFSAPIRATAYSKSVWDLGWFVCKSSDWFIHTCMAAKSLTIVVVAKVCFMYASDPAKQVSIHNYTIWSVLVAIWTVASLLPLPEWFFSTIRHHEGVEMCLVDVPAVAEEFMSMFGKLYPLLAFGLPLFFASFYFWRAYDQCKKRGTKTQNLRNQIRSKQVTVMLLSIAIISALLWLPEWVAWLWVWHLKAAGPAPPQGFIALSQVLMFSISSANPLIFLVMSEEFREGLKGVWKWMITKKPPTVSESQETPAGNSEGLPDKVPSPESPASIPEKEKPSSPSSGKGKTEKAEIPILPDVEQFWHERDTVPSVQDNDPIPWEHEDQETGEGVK
# * hit, by the source's call; · = not tested or not shown.
SMILES,FBW7 act,MITF inh,TEAD-YAP inh,GPR151 activ
CN1CCCC(OC(=O)c2ccco2)C1 (centres undefined),0.4,7,6,2.2
CC(=N/O)/C(C[N+](C)(C)C)=N\O,0.0,1,5,-0.8
O=C(Nc1ccc(-c2csc(-c3ccccc3)n2)cc1)c1ccc(Br)cc1,-0.1,-16,1,1.7
O=C(Nc1ccc(-c2cn[nH]c2)cc1)OCc1cccc(F)c1,0.1,-6,-7,-0.9
CCCCC/C=C\C/C=C\C/C=C\C/C=C\CCCCCC(=O)O,·,4,·,0.8
CC1(C)CC(=O)C2=C(C1)OC1=C(C(=O)CC(C)(C)C1)C2c1ccc([N+](=O)[O-])s1,0.0,-9,-9,1.0
CCOc1ccc(C(C)=O)cc1CSc1nnc(Cc2ccccc2)o1,0.1,0,2,2.4
CC1CC(C)(C)NC(=S)N1CCCC(=O)Nc1c(F)cccc1F (centres undefined),0.3,14,10,-1.0
Cc1ccc(-c2nn3c(C)nnc3s2)cc1NC(=O)c1ccccc1,-0.1,-12,0,-0.7
CCOc1ccc(NC(=O)c2cccc(Cl)c2)c([N+](=O)[O-])c1,-0.1,12,-4,2.7

# A second format for some results above.
# Each structure is followed by: FBW7 act	MITF inh	TEAD-YAP inh	GPR151 activ
CC1CC(C)(C)NC(=S)N1CCCC(=O)Nc1c(F)cccc1F (centres undefined)
  0.3	14	10	-1.0
Cc1ccc(-c2nn3c(C)nnc3s2)cc1NC(=O)c1ccccc1
  -0.1	-12	0	-0.7

# Next section
SMILES,FBW7 act,MITF inh,TEAD-YAP inh,GPR151 activ
O=C(O)CN1C(=O)C(=O)/C(=C(/O)c2ccccc2)C1c1ccccc1[N+](=O)[O-] (centres undefined),0.0,15,8,-0.2
NC(=O)NC(c1ccccc1)c1cccc2ccccc12 (centres undefined),0.0,15,-9,-0.9
CCCCCn1c(SCC(=O)OCC)nc2cc(C(=O)Nc3cccc(Cl)c3)ccc2c1=O,-0.1,1,-9,-0.9
COc1ccc(C)cc1NC(=O)c1sc2ncnc(N3CCCCC3C)c2c1C (centres undefined),0.2,-3,2,-0.7
COc1ccc(N2CCN(CCNc3ncnc4c3cnn4C)CC2)cc1,-0.2,-10,-2,2.8
CN1CCN(c2ncnc3c2sc(=S)n3C)CC1,0.3,20,-6,-0.3
CC(=O)N1CCc2cc(C(=O)CN3CCN(C4CCCCC4)CC3)ccc21,0.0,8,-3,0.8
O=C(c1ccccc1Br)c1cc2c(cc1[N+](=O)[O-])OCCO2,-0.1,-4,0,-0.9
CCNC(=O)[C@@H]1C[C@@H](NCc2ccc(OC)cc2O)CN1Cc1ccc2ccccc2c1,0.0,10,-3,-1.1
N#Cc1nc(N2CCCC2)nc(N(c2ccccc2)c2ccccc2)n1,-0.1,-1,3,-0.6
COc1ccc2nc(NC(=O)c3cc4c(=O)n(C)c5ccccc5c4n3C)sc2c1,0.8,-1,3,0.4
O=C(Cc1cn(-c2ccc(Nc3ccc(N4CCOCC4)cc3)nn2)c2ccccc12)NCCCN1CCCC1=O,0.0,1,3,-0.6
CCN(CC)c1ccc(C(=O)NNC(=O)Nc2ccc(F)cc2F)cc1,-0.2,-1,-2,-2.2
CC(=O)CCC(=O)Nc1ccc(Oc2ccc(Br)cc2)cc1,0.1,-4,13,-0.3
OCCCNc1ncnc2scc(-c3ccc(F)cc3)c12,-0.1,-9,2,0.7
O=C(C1=CCCCC1)N1CCC[C@@H]2CN(Cc3ccsc3)CC[C@H]21,-0.1,9,-1,0.4
CCCn1c(=N)c(C(=O)NCC2CCCO2)cc2c(=O)n3cc(C)ccc3nc21 (centres undefined),0.0,8,16,0.9
COc1ccc(OCc2nc(-c3cccc(Br)c3)no2)cc1,0.2,-12,-1,1.4
Cn1c(=O)c2c(ncn2CC(=O)Nc2cc(F)cc(F)c2)n(C)c1=O,0.1,15,4,0.7
O=C(O)CNC(=O)/C(=C/c1ccc(F)cc1)NC(=O)c1ccccc1,-0.1,18,1,0.5

# Entries of single compounds, quoted from the list. Order of values: FBW7 act	MITF inh	TEAD-YAP inh	GPR151 activ
# CCCn1c(=N)c(C(=O)NCC2CCCO2)cc2c(=O)n3cc(C)ccc3nc21 (centres undefined) in the list: 0.0	8	16	0.9
# O=C(C1=CCCCC1)N1CCC[C@@H]2CN(Cc3ccsc3)CC[C@H]21 in the list: -0.1	9	-1	0.4
# OCCCNc1ncnc2scc(-c3ccc(F)cc3)c12 in the list: -0.1	-9	2	0.7
# Cn1c(=O)c2c(ncn2CC(=O)Nc2cc(F)cc(F)c2)n(C)c1=O in the list: 0.1	15	4	0.7
# O=C(Cc1cn(-c2ccc(Nc3ccc(N4CCOCC4)cc3)nn2)c2ccccc12)NCCCN1CCCC1=O in the list: 0.0	1	3	-0.6

# (next part)
SMILES,FBW7 act,MITF inh,TEAD-YAP inh,GPR151 activ
Cc1cccc(NC(=O)c2c(NC(=O)C(C)(C)C)sc3c2CCCC3)c1,-0.1,4,0,1.0
Cc1cc(C(=O)CN2CCOCC2)c(C)n1-c1ccc(Cl)c(Cl)c1,-0.3,6,4,-0.8
O=C(O)c1cccc(S(=O)(=O)N2CCC(c3nc4ccc(Cl)cc4[nH]3)CC2)c1,0.0,69*,8,1.9
CCc1ccc(C2=CC(c3cccc(Br)c3)n3nnnc3N2)cc1 (centres undefined),-0.1,-9,-5,0.3
Cc1ccc(S(=O)(=O)N2CCN(C3CCCCCC3)CC2)cc1,0.0,7,-10,-0.1
CN(C)c1nc(CN2CCN(C3CCc4ccccc4C3)CC2)nc2ccccc12 (centres undefined),0.3,-86,16,-1.3
NC(=O)NC(=O)COC(=O)COc1ccc2ccccc2c1,0.3,3,-2,1.6
O=C(CC1(O)C(=O)Nc2ccccc21)c1ccc([N+](=O)[O-])cc1 (centres undefined),0.2,8,-1,0.4
CN(CCO)CCOCCOc1cccc2ccccc12,0.4,39,-13,-2.4
O=[N+]([O-])c1cc(F)c(N2CCOCC2)cc1N1CCCCC1,-0.3,-1,8,-0.5
CCOC(=O)c1ccccc1NC(=O)CCOc1ccccc1,0.0,-4,-3,0.4
COc1ccc(CN2CCN(CC(C)C)C(CCO)C2)c(OC)c1OC (centres undefined),0.0,10,6,0.9
Cc1cccc(-n2ncc3c(N4CCN(c5ccccc5Cl)CC4)ncnc32)c1,-0.1,-7,3,0.7
Cc1c(C(=O)NC(C)(C)CO)cnn1-c1ncc2c(n1)-c1ccccc1CC2,0.1,-7,-76,-0.2
NC(CSCc1cccc(Br)c1)C(=O)O (centres undefined),0.0,5,5,0.2
O=S(=O)(/C=C/c1ccccc1)N1CCCC(c2ccn[nH]2)C1 (centres undefined),0.0,3,7,1.2
COc1ccc(Cl)cc1C(=O)NNC(=O)[C@@H](NC(N)=O)C(C)C,-0.1,3,10,2.1
O=C(CSCc1ccc(Cl)cc1)N/N=C/c1ccc(F)cc1,-0.1,0,4,1.5
Cc1nc2sc(C(c3cccc(Cl)c3)N3CCC(O)CC3)c(O)n2n1 (centres undefined),-0.1,3,2,3.7
CCOC(=O)c1c(NC(=O)CSc2nnc(CNC(=O)Cc3ccc(OC)cc3)n2CCc2ccccc2)sc2c1CCC2,-0.1,-7,-3,1.1
Cc1ccc(S(=O)(=O)N/N=C/c2cccc3cccnc23)cc1,-0.2,-8,-3,-0.3
Clc1ccc2nc(-c3ccccc3)c(CN3CCOCC3)n2c1,0.2,0,-20,0.9
O=C(CN1CCC2(CC1)NC(=O)c1ccccc1O2)NC1CCCC1,0.2,14,-2,0.6
Cc1cccc(NC(=O)c2cccc(-n3cc(NC(=O)c4ccccc4)cn3)c2)c1,-0.3,-16,0,2.6
Cc1c(C(=O)NCCc2ccccc2)sc2nc(-c3ccc(F)cc3)cn12,0.1,6,2,-0.9
COc1cc2c(cc1OC)C(C)N(C(=O)c1ccc(F)cc1)CC2 (centres undefined),-0.1,-9,1,1.6
Cc1ccc(NC(=O)CCc2n[nH]c(=O)[nH]c2=O)cc1,0.1,-3,2,1.0
COc1cccc(CN2CCc3nnc(CNC(=O)c4ccccn4)n3CC2)c1O,0.4,-19,-3,-1.6
O=C(Nc1ccc(N2CCOCC2)cc1)c1ccc2nc(Nc3cccnc3)sc2c1,-0.3,30,-9,1.9
N#Cc1c(SCC(=O)NC2CC2)nsc1SCC(=O)NC1CC1,0.1,-18,13,0.8
Cc1nc2nc(C)c(Br)c(=O)n2[nH]1,0.0,-4,6,-0.8
CCOc1ccc(NC(=O)C2CCC(N3C(=O)C4C5CCC(C5)C4C3=O)CC2)cc1 (centres undefined),-0.1,9,10,1.3
CC(C)(CO)NC(=O)c1cccc(S(=O)(=O)N2CCOCC2)c1,0.2,12,-7,2.8
COc1cccc(C(=O)Oc2coc(CSc3nccc(C)n3)cc2=O)c1OC,-0.5,-6,1,-1.7
O=C(CN1C(=O)C2C3CCC(C3)C2C1=O)Oc1ccccc1-c1ccccc1 (centres undefined),-0.2,0,-10,1.5
CC1(C)CC(NCc2cccc(C(F)(F)F)c2)c2cccn21 (centres undefined),0.1,1,0,-2.4
CC1CCCN(C(=O)c2ccc3c(=O)n(CC4CCCO4)c(=S)[nH]c3c2)C1 (centres undefined),-0.2,-2,6,-0.8
Cc1ccc(NS(=O)(=O)c2c(C(C)C)cc(C(C)C)cc2C(C)C)cc1,0.4,-6,0,1.4
CC(=O)n1cc(/C=c2\sc3nc(=O)c4c5c(sc4n3c2=O)CCCC5)c(-c2ccc(F)cc2)n1,0.1,7,4,1.6
CCCn1c(N2CCN(C(=O)/C=C/c3ccccc3)CC2)nc2ccccc21,-0.3,-8,-9,-0.2
CCN(CC)CCNc1nc(C)cc(C)n1,0.0,13,6,1.4
COC(=O)Nc1ccc(S(=O)(=O)Nc2cc(C(F)(F)F)c[nH]c2=O)cc1,0.1,3,-13,2.6
CCOC(=O)C1CCN(Cc2ccc(OC)c(OCC)c2)CC1,-0.3,13,-2,-0.6
COC(=O)Cn1ncn2cccc2c1=O,-0.1,1,7,0.6
CSc1ccccc1C(=O)C1CCCN(C(=O)c2ccc(C(C)=O)cc2)C1 (centres undefined),0.1,15,-4,-0.6
Cc1ccc(Oc2ncnc3scc(-c4ccc(Cl)cc4)c23)cc1C,0.1,-19,-14,-0.2
O=S(=O)(Cc1ccccc1)N1CCCCC1,-0.1,7,2,0.0
C/C(=N/NC(=O)C(O)c1ccccc1)c1ccc(NC(=O)C(F)(F)F)cc1 (centres undefined),-0.2,-7,-33,1.9
O=C(Cn1nnc2ccccc21)Nc1nc(-c2ccc3c(c2)CCN3C(=O)C2CC2)cs1,0.3,10,-6,-0.5
Cc1ccc(OCC(=O)Nc2ncn[nH]2)cc1C,-0.6,13,-11,-0.9

# Going on with the list:
SMILES,FBW7 act,MITF inh,TEAD-YAP inh,GPR151 activ
COc1ccc(CCNc2ccnc(-c3csc4ccccc34)n2)cc1,0.1,16,-10,0.3
O=C(c1ccc(Cl)c(Cl)c1)N1CCN(c2ccc([N+](=O)[O-])cc2Cl)CC1,-0.2,8,0,-1.7
Cc1ccc(CC(=O)Nc2cccc(I)c2)cc1,1.1,-2,3,1.3
Cc1ccc(S(=O)(=O)NC(CC(=O)O)c2ccc(F)cc2)cc1[N+](=O)[O-] (centres undefined),0.0,7,-4,-0.6
C=CCNC(=O)c1c(O)c2c([nH]c1=O)CCCC2,1.2,-2,6,0.4
O=C(N/N=C/c1cccc(Br)c1)C(=O)Nc1cccc(C(=O)O)c1,-0.2,2,0,0.5
C=CCN1CCN(c2c(Cl)cccc2NC(=O)c2cnccn2)CC1,0.7,12,-23,-0.8
CCN(CC)c1nc(NCc2cccc(C(F)(F)F)c2)nc(Nc2nccc3ccccc23)n1,0.0,-5,-7,0.1
O=C(NCCCN1CCCC1=O)c1ccnc(-c2csc3ccccc23)c1,0.3,14,-32,-2.0
O=C(CSc1ccc(-c2cccnc2)nn1)N1CCCCCC1,0.4,5,0,2.5
O=C(CC1SCCNC1=O)Nc1cc(Cl)cc(Cl)c1 (centres undefined),0.1,13,-2,2.1
O=C(Cc1cn(-c2ccc(Nc3ccc(N4CCOCC4)cc3)nn2)c2ccccc12)NCc1nc2ccccc2[nH]1,0.1,4,-3,-0.2
COc1ccc(NC2OC(C)C(O)C(O)C2O)cc1 (centres undefined),0.3,22,5,1.2
Cc1ccc(C(=O)c2sc(N3CCCCC3)nc2C)cc1[N+](=O)[O-],0.0,6,-4,1.6
CC1CN(c2nc3c(c(=O)[nH]2)CCN(C(=O)CCc2ccccc2)C3)CC(C)O1 (centres undefined),0.1,21,-1,0.0
CCCOc1ccc(C2Nc3ccccc3NC3=C2C(=O)CC(c2ccccc2)C3)cc1OC (centres undefined),-0.1,2,-15,2.3
CCOC(=O)c1cnc2c(CC)cccc2c1NCc1ccco1,0.2,9,1,-1.0
C=CCn1cc(I)c(=O)[nH]c1=O,0.1,19,1,1.0
CCn1c(Br)nc2c1c(=O)[nH]c(=O)n2C,-0.1,-1,-3,-1.3
O=C(c1cccs1)N1CCN(c2ccc([N+](=O)[O-])c(NCc3ccco3)c2)CC1,-0.3,6,-8,1.4
COc1ccc(CC(=O)Nc2ccc(-c3nnc(-c4ccccc4)o3)cc2)cc1OC,0.2,22,-16,-0.7
CC1(C)CC(Nc2nc3nonc3nc2N2CCOCC2)CCO1 (centres undefined),0.1,-6,-4,2.0

# 3 compounds already listed, arranged by SMILES length, rising.
SMILES,FBW7 act,MITF inh,TEAD-YAP inh,GPR151 activ
O=C(CC1SCCNC1=O)Nc1cc(Cl)cc(Cl)c1 (centres undefined),0.1,13,-2,2.1
COc1ccc(CC(=O)Nc2ccc(-c3nnc(-c4ccccc4)o3)cc2)cc1OC,0.2,22,-16,-0.7
CCCOc1ccc(C2Nc3ccccc3NC3=C2C(=O)CC(c2ccccc2)C3)cc1OC (centres undefined),-0.1,2,-15,2.3
